PRMT1 inh: inhibitors of human PRMT1; recombinant PRMT1, activity-based probe fluorescence polarization; inhibition, % at 2.79 µM; Q99873; hit rate 1.3% among 370,000; AID 652257;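 active = inhibition above about 21% made by adding two undisclosed values, limit read from the data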
Target sequence (Q99873 whole entry, looked up): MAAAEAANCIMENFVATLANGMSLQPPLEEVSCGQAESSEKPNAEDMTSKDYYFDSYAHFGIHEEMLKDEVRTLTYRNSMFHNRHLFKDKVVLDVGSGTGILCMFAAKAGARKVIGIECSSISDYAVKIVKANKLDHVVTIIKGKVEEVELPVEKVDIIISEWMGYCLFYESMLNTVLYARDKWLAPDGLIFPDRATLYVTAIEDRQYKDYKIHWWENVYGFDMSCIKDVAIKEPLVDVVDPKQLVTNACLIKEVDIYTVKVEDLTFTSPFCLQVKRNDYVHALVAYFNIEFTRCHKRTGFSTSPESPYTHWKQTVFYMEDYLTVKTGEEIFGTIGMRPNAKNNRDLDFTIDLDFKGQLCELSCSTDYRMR
TCR-CD3 inh: inhibitors of human TCR-CD3 interaction | TAMRA-labeled TCR probe fluorescence, biochemical | inhibition, % at 9.4 µM | hit rate 0.37% among 360,000 | AID 651800; in the data active = inhibition above about 19%;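 also: recombinant mutant TCR 2C K166C tagged with TAMRA read by polarization; 0% = receptor in buffer alone and 100% = receptor with positive control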
TDP2 absorb: TDP2 (human) inhibition, absorbance primary screen; O95551; recombinant TDP2, T5PNP hydrolysis, p-nitrophenol absorbance 415 nm; inhibition, % at 12.8 µM; hit rate 0.34% among 370,000; AID 720702;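 active = inhibition above the mean of all tested compounds plus 3 SD, set per campaign, cut at about 25% in these data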;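 also: 0% = DMSO with enzyme and 100% = buffer with substrate but no TDP2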
Target sequence (O95551 whole entry, looked up): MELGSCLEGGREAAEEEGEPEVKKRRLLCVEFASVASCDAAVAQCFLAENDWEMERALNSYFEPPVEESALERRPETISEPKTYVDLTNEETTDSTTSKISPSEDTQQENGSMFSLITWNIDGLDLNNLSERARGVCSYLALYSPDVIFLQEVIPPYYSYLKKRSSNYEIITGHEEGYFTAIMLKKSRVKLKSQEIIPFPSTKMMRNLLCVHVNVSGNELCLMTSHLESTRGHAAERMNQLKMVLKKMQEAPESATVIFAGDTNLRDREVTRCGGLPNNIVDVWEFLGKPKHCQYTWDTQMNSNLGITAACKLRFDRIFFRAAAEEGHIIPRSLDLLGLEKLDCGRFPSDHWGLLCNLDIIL
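Incubation: 2 h at 37 °C; Test system: recombinant human TDP2; Quantity: enzyme 120 nM; Read-out basis: percent inhibition; Medium: 50 mM Tris-HCl pH 7.5 with Mg2+, KCl, DTT, BSA; Repeats: single replicate; Compound: 12.8 µM single point, 1% DMSO; Signal: epi absorbance; Reagent: 5 mM T5PNP chromogenic substrate; Benchmarks: no-enzyme high, DMSO-plus-enzyme low.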
ABHD4 inh: ABHD4 (mouse) inhibition, primary FP screen; hit rate 0.54% among 370,000; purified mABHD4, FP-Rh probe fluorescence polarization; inhibition, % at 8.92 µM; AID 720543; Q8VD66;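 active = inhibition exceeding the mean over every tested compound plus 3 SD, cut at about 30% in these data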;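 also: 0% = plate median of compound wells and 100% = S159A mutant with DMSO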
Target sequence (Q8VD66 whole entry, looked up): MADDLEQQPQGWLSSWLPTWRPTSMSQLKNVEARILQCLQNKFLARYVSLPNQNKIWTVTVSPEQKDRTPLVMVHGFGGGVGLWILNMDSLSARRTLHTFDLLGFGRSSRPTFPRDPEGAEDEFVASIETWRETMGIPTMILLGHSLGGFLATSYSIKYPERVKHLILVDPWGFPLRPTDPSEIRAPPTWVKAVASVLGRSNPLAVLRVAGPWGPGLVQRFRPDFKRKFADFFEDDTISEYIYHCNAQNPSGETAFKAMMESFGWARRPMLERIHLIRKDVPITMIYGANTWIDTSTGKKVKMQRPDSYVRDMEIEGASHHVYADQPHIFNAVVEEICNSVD
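Test system: mouse ABHD4 enzyme, wild type. Reagent: FP-Rh fluorescent activity-based probe, added after compound pre-incubation. Timing: pre-incubation 45 min, probe exposure 60 min, at 25 °C. Technique: FP readout, ex 525 nm / em 598 nm. Benchmarks: high control S159A mutant with DMSO, low control median of compound wells.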
rCAG binder: binds r(CAG) RNA repeats; inhibition, % at 3 µM; r(CAG) RNA repeat, TO-PRO-1 dye displacement fluorescence; hit rate 1.3% among 370,000;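 active = inhibition above the plate cutoff, the mean of all test compounds on that plate plus 3 SD, cut at about 35% in these data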;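 also: 0% = DMSO alone and 100% = 100 µM mitoxantrone as full dye displacement; higher means more dye released from RNA so lower well fluorescence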
PG9 binder: binds the HIV-1 gp120 antibody PG9. AID 624416. hit rate 0.43% among 360,000. inhibition, % at 6.7 µM. TR-FRET gp120-PG9 antibody binding; in the data active = inhibition above about 8.5%
LEDGF integ inh: blocks HIV-1 LEDGF/p75-dependent DNA integration; TR-FRET IN-LEDGF/p75 DNA integration, Eu/Cy5; inhibition, % at 3.7 µM; hit rate 0.64% among 370,000; AID 743269;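 active = inhibition above the screen-wide mean plus 3 SD, cut at about 13% in these data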;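 also: signal is the Cy5 over europium emission ratio at 671 and 618 nm; 0% = plate median of compound wells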
HTRA1 inh: HTRA1 (human) protease inhibition | recombinant HTRA1, FP-rhodamine activity-based probe, fluorescence polarization | Q92743 | hit rate 0.5% among 340,000 | AID 504803 | inhibition, % at 5.96 µM; in the data active = inhibition above about 36%;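 also: 0% = enzyme with DMSO and 100% = wells lacking enzyme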
NR1D1 modulator: modulators of human Rev-erb alpha DNA binding. P20393. Rev-erbα–FITC-DNA binding, fluorescence polarization, 90 min. activity, % at 10 µM. hit rate 0.79% among 370,000. AID 1259318;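 active = activity above about 14%, limit read from the data; passing the limit was not always enough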;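 also: 0% = DMSO wells with 35 nM protein and 100% = DMSO wells with 750 nM protein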
SIAE primary: human SIAE inhibition, primary screen; Q9HAT2; hit rate 0.69% among 370,000; SIAE FP-Rh probe binding, fluorescence polarization; inhibition, % at 9.66 µM;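 active = inhibition above a cutoff: mean of compounds within the control limits plus 3 SD of those, cut at about 17% in these data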;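 also: 0% = plate median of compound wells and 100% = probe without SIAE protein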
Numbers without * were called inactive; · = not tested or not shown. Some of the compounds tested (hit frequency here may not be typical).

SMILES	PRMT1 inh	TCR-CD3 inh	TDP2 absorb	ABHD4 inh	rCAG binder	PG9 binder	LEDGF integ inh	HTRA1 inh	NR1D1 modulator	SIAE primary
Cc1cc2oc(=O)c(CC(=O)O)c(C)c2c2occ(C(C)(C)C)c12	-3	6	20	6	8	-0.3	1	4	-7	-3
CCOC(=O)C1=CCN(S(=O)(=O)c2ccccc2C)C1c1ccc(Cl)c(Cl)c1 (stereo not given)	-1	-8	-22	-16	3	0.4	4	·	-4	-3
O=C(CNC(=O)C1CCCCC1)NC1=NCCS1	4	-1	1	4	-2	0.6	5	-3	-3	-3
O=C(CN(Cc1ccccc1C(F)(F)F)C(=O)CNC(=O)c1ccco1)NC1CCCC1	0	0	1	2	-7	0.6	1	2	-6	4
COCCCNC(=S)N(CCCN(C)C)Cc1cc2cc3c(cc2[nH]c1=O)OCCO3	3	1	10	-1	3	-0.6	4	2	-5	1
O=C(c1cc2nc(-c3ccco3)cc(C(F)(F)F)n2n1)N1CCCCCC1	15	1	-3	5	2	-1.1	-1	-4	-9	-1
CNC(=O)C1CCN(C(=O)c2ccc(-c3ccccc3)cc2)CC1	0	5	7	9	2	-1.8	-3	3	0	-3
O=C(Nc1ccc(C(=O)O)cc1)/C(=C\c1ccc2c(c1)OCO2)NC(=O)c1ccco1	4	-3	5	0	1	0.6	-3	1	-2	-3
CCN(C(=O)C1CCN(S(=O)(=O)c2cccc3nonc23)CC1)c1ccccc1	0	-3	-4	-4	0	0.9	2	-4	-1	-2
Cc1cc(Cl)ccc1C(O)c1ncc(-c2ccc3ccccc3c2)[nH]1 (stereo not given)	-6	-1	-3	0	8	-1.0	4	·	-5	-1
CCN(C#N)c1nc(N(C)C)nc(N(C)C)n1	0	0	-2	-3	1	0.8	-3	6	3	-10
C/C(=N\NC(=S)NCc1ccccc1)c1ccccc1	2	-6	-11	-5	1	-2.2	-2	-14	2	-1
O=C(/C=C/c1ccc([N+](=O)[O-])s1)N1CCCCC1	-5	-8	-10	0	5	-1.0	3	1	-4	11
Cc1c(OC(C)C(=O)O)ccc2c3c(c(=O)oc12)CCCC3 (stereo not given)	-4	1	16	1	2	0.5	5	2	-3	2
CC(C)CC(=O)NC(=S)Nc1ccc(CN2CCOCC2)cc1	0	-3	5	4	-7	-1.2	-3	-1	-3	0
O=C(NC(Cc1c[nH]c2ccccc12)C(=O)O)/C(=C\c1ccc2c(c1)OCO2)NC(=O)c1ccccc1 (stereo not given)	0	-6	-5	2	21	-0.6	0	-4	4	2
CC1(C(=O)Nc2cccc(Oc3ccccc3)c2)CCN1Cc1cc2ccccc2o1 (stereo not given)	-2	7	3	-12	5	-1.2	-1	·	4	-10
CN1CCCCCC1=NC1=C(C#N)CCCC1	-2	-2	1	6	-2	-2.3	1	9	-3	0
COC(=O)/C=C1\SC(=Nc2ccc(Cl)c(Cl)c2)NC1=O	-3	8	-2	0	3	-1.5	-1	-6	2	-7
O=C(NC1CCCCN(Cc2cccc(F)c2)C1=O)c1ccc(-c2ccccc2)cc1 (stereo not given)	3	·	3	-13	6	·	-4	·	2	-4
O=C(COc1ccc(Cl)cc1[N+](=O)[O-])NC1CCCCC1	-4	-3	11	6	-6	2.2	-3	-6	9	4
S=c1c2c(nc3nc[nH]n13)CCC2	9	-5	-3	4	6	-0.6	2	11	5	-8
CCCn1c(SCC(=O)N2CCOCC2)nnc1-c1ccncc1	2	4	8	0	5	-0.6	1	-1	1	0
OCc1ccc2c(c1)c(-c1ccc3c(c1)OCCO3)c(-c1ccccc1)n2-c1ccccc1	2	-2	-1	-7	8	1.1	-2	4	6	4
CC(=O)Nc1ccc(-n2nnnc2SCC(=O)N2CCN(C(=O)c3ccco3)CC2)cc1	-2	-1	-10	1	2	-0.9	0	1	-1	4
SMILES	PRMT1 inh	TCR-CD3 inh	TDP2 absorb	ABHD4 inh	rCAG binder	PG9 binder	LEDGF integ inh	HTRA1 inh	NR1D1 modulator	SIAE primary
COc1ccc(/C=C(/NC(=O)c2cccs2)C(=O)Nc2ccc(C)cc2)cc1OC	-2	17	6	1	7	0.1	-2	1	-6	12
CCOC(=O)CNC(=O)Cn1cnc2c(oc3ccccc32)c1=O	1	0	-15	-2	-1	0.3	1	3	0	2
Cc1nc(-c2ccc(F)cc2)c(CC(=O)N2CCN(S(=O)(=O)c3ccccc3Br)CC2)s1	5	-9	-3	-4	-5	-2.7	-1	2	-1	3
CCCCNC(=O)C1CC(=O)N(CCC(C)C)C1 (stereo not given)	0	5	5	-11	-2	1.2	-2	1	-2	0
CCNC(=O)C1(C)CCN(C(=O)c2ccc3ccccc3c2)C1 (stereo not given)	-1	-3	-8	6	0	-0.4	-1	·	-2	2
c1cnc2c(SCc3ccc(-c4nnco4)cc3)cccc2c1	2	2	-6	3	-3	-1.5	-4	-4	-6	-4
COC(=O)CN1C(=O)CC(C)(C)Sc2ccccc21	-2	-2	16	-32	1	1.3	1	5	-5	-1
COc1ccccc1N1C(=NC(=O)COc2ccccc2)SC2CS(=O)(=O)CC21 (stereo not given)	-1	0	-14	-1	1	-2.8	1	-2	-3	2
COCCN1Cc2cccc(C(=O)NC3CCCCCC3)c2C1=O	1	-3	-3	5	-11	-1.1	-4	4	-4	4
CCOC(=O)C1(Cc2ccccc2C(F)(F)F)CCN(C(=O)c2cc(C(C)=O)n[nH]2)CC1	-1	7	-8	0	-6	-2.0	-3	-7	5	-7
CCOc1ccccc1NC(=S)N1CCN(c2nc(-c3cccc(OC)c3)cs2)CC1	2	-3	6	-5	-1	-2.0	-2	-15	·	-1
Cc1ccc(/C=N/NC(=O)c2ccccn2)s1	1	-1	-1	12	0	-1.2	-4	3	-5	-7
COC(=O)c1nn(-c2ccc(F)cc2)ccc1=O	-2	-2	0	-1	-1	-1.0	3	5	-1	7
COc1ccccc1-c1nnc(C2CCN(S(=O)(=O)c3ccccc3[N+](=O)[O-])CC2)o1	1	2	-9	-2	-1	-0.4	4	-7	2	4
CC#CCN(CC#CC)S(=O)(=O)c1ccc(S(=O)(=O)N2CCOCC2)cc1	-5	9	4	-4	-3	0.4	3	-2	0	-3
C=CCc1ccccc1OCC(O)CN1CCOCC1 (stereo not given)	4	-12	-7	2	-3	-0.4	-10	8	3	-3
N#CC1(c2ccccc2)CCC(=NNS(=O)(=O)c2ccccc2)CC1 (stereo not given)	-1	-3	-6	-3	7	-0.1	4	3	4	-5
O=[N+]([O-])c1ccc(O)c(/C=N/Nc2ccccn2)c1	-4	-1	-8	-4	2	-4.1	-23	3	6	8
CC1CN(C(=S)NC(=O)C2CCCCC2)CC(C)O1 (stereo not given)	2	10	-2	4	-2	-3.0	3	-4	-4	0
Cc1c(Cl)cccc1NC(=O)NCc1cccnc1	-3	-1	4	-8	-5	1.8	1	1	-7	9
O=S(=O)(Nc1ncccn1)c1ccc(NC(=S)N2CCN(Cc3ccc(F)cc3Cl)CC2)cc1	-6	-2	-4	-12	39*	-0.4	5	-7	1	10
C=CCOC1COC2C(OCC=C)COC12 (stereo not given)	-2	-5	0	5	4	0.6	1	4	6	0
CC(C)(C)C(=O)Nc1ccccc1C(=O)Nc1cc(Cl)ccc1Cl	-2	0	-11	0	-6	-1.3	-5	-22	-7	1
CCC1(c2ccc(F)cc2)NC(=O)N(CC(=O)N2CCN(S(=O)(=O)c3ccc(C)cc3C)CC2)C1=O (stereo not given)	-6	-4	-4	-2	4	-2.1	0	-1	-3	4
CC(=O)Nc1nnc(SCc2cccc(F)c2)s1	6	0	5	0	0	0.0	0	-1	0	-1

By substructure: the entries above with a tert-butyl group
SMILES	PRMT1 inh	TCR-CD3 inh	TDP2 absorb	ABHD4 inh	rCAG binder	PG9 binder	LEDGF integ inh	HTRA1 inh	NR1D1 modulator	SIAE primary
Cc1cc2oc(=O)c(CC(=O)O)c(C)c2c2occ(C(C)(C)C)c12	-3	6	20	6	8	-0.3	1	4	-7	-3
CC(C)(C)C(=O)Nc1ccccc1C(=O)Nc1cc(Cl)ccc1Cl	-2	0	-11	0	-6	-1.3	-5	-22	-7	1

(continued)
SMILES	PRMT1 inh	TCR-CD3 inh	TDP2 absorb	ABHD4 inh	rCAG binder	PG9 binder	LEDGF integ inh	HTRA1 inh	NR1D1 modulator	SIAE primary
Cc1ccc(C(=O)N2NC(c3ccc(F)cc3)C3C(=O)N(c4ccc(C)cc4)C(=O)C32)cc1 (stereo not given)	-2	1	-4	1	8	-1.9	-1	-12	-1	2
Cc1ccc(C(NC(=O)C2CCCCC2)c2c(O)ccc3ccccc23)cc1 (stereo not given)	-1	-2	1	-43	10	0.4	0	-52	-7	-8
CCC(O)(CC)C(=O)N=Nc1c(O)[nH]c2ccccc12	2	0	5	-2	0	-2.4	0	3	6	-5
COc1ccc(NC(=O)CN(c2ccccc2F)S(=O)(=O)c2ccc(C)cc2)c(OC)c1	-1	-2	-6	-6	0	1.0	4	-15	-1	1
O=C(c1ccc(-n2cncn2)c([N+](=O)[O-])c1)N1CCN(S(=O)(=O)c2cccc(F)c2)CC1	-3	3	2	4	-1	-0.3	2	1	-4	-2
CO[C@@H]1CN(C)C(=O)c2cc(NC(=O)Nc3cc(F)ccc3F)ccc2OC[C@H](C)N(C(=O)c2ccccn2)C[C@@H]1C	9	5	-7	6	7	-0.7	-1	·	3	6
C(=N\N1CCN(C2c3ccccc3-c3ccccc32)CC1)/c1ccccn1	1	10	-6	3	1	-2.4	4	-8	-3	1
Cc1ccc(C(=O)N2CCC(C(=O)c3c(C)cc(C)cc3C)CC2)cc1	-4	-2	-6	3	-6	-0.3	6	-8	-2	6
COc1ccc2nc(N(CCN(C)C)C(=O)c3ccc4ncsc4c3)sc2c1	16	-3	-14	-3	-1	-1.5	5	0	-7	-1
COC(CN1C(=O)C(O)=C(C(C)=O)C1c1ccccn1)OC (stereo not given)	-2	-2	7	-5	0	-1.5	0	-1	5	1
CCOC(=O)Cc1csc(NC(=O)CSc2nnnn2-c2ccc(F)cc2)n1	3	4	-3	-8	-4	1.3	0	2	-1	8
O=S(=O)(c1ccc2ccccc2c1)N1CCN(S(=O)(=O)N2CCCCC2)CC1	-1	-3	-4	2	-1	4.4	-5	-3	-1	-3
O=C(N/N=C/C=C/c1ccccc1[N+](=O)[O-])c1cccnc1	-1	3	5	3	-4	-2.7	1	6	-1	11
CN(C)/C=N/c1sc2c(c1C#N)CCC2	-1	-1	7	-1	-5	-1.0	-2	3	2	0
c1ccc2c(NCC3CCCO3)nc(N3CCOCC3)nc2c1 (stereo not given)	0	-1	7	7	-5	-0.5	-5	1	3	4
CCOc1ccccc1NC(=O)c1cc(-c2cc(OC)c(OC)c(OC)c2)nc2ccccc12	2	5	3	-9	19	-0.3	-1	-37	-1	-12
O=C(Nc1ccnc(-c2ccncc2)n1)c1ccc(Cl)cc1	2	4	-1	-8	-5	0.0	-4	0	2	-10
O=C(OCCCOC(=O)c1ccc(Br)o1)c1ccc(Br)o1	2	-2	8	0	-2	1.4	2	-11	-6	0
